Screening results deposited in PubChem by National Center for Advancing Translational Sciences (NCATS).
FLuc counter = inhibits or activates purified firefly luciferase, miR-21 counter-screen | purified FLuc, Km substrates, luminescence inhibition | Potency, µM (doses to about 57.5 µM), inactives show at the top dose activity change, negative = inhibition, most hits filed as inhibitors | 360,000 compounds, 6.9% hits | AID 588342;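 further: plate controls were vehicle for no effect and reference inhibitor for full effect; nearly all actives have a fitted effect of over 55% in size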
Target sequence (P08659 whole entry, looked up): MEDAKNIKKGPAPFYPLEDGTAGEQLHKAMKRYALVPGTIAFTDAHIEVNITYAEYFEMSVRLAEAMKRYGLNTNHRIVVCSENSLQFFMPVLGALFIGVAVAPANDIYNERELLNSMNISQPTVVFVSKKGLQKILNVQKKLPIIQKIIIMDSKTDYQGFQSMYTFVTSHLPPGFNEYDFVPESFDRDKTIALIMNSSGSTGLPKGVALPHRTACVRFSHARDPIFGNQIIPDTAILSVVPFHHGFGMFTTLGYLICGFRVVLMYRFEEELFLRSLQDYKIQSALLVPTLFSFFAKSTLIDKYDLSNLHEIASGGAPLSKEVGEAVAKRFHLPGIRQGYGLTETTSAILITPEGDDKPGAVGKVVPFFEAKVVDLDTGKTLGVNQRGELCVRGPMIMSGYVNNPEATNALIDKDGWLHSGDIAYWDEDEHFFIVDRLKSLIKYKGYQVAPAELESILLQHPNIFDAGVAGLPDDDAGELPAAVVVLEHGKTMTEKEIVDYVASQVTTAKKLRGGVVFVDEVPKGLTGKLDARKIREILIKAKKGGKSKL
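Purified P. pyralis luciferase (10nM final) with 10uM D-luciferin and 10uM ATP (Km levels) in 50mM Tris acetate pH 7.5, 10mM Mg acetate, 0.01% Tween-20, 0.05% BSA; qHTS 6-point titration, ~60 µM downward; luminescence read.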
BRCA1 expr up = activators of BRCA1 expression; MCF7-BRCA1-FFLuc reporter, luminescence, 48 h; response scale: scaled: vehicle 0%, 10 µM genistein 100%; Potency, µM (titrated, usually from 46.1 µM), without a hit: at the highest dose activation, hits mostly activators; 380,000 compounds, 1.1% hits; AID 624202; further: nearly all actives have a fitted effect of over 80% in size; some results filed as inactive show a strong effect at the top dose
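Using MCF7 cells harboring a BRCA1 firefly luciferase reporter, plated 2 h before compound pinning, the screen measured luminescence after 48 h incubation. Responses were normalized to DMSO and 10 microM genistein, then fitted for concentration-effect.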
Rab9 promoter act = Rab9 promoter activation; Huh7 Rab9 promoter-luciferase reporter, luminescence, 24 h; Potency, µM (top dose mostly 9.22 µM), inactives show at the highest dose activation, negative = inhibition, hits mostly activators; 320,000 compounds, 2.8% hits; AID 485297; further: % of control where 0% means no effect; nearly all actives have a fitted effect of over 60% in size
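Quantitative HTS format; Huh7 Rab9-luciferase reporter cells (1500/well) receive compound 2 h post-plating, incubate 24 h at 37 °C, then get luciferase reagent for 10 min before luminescence reading.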
ELG1 genotox = genotoxicity induction in ELG1-luciferase HEK293T cells. HEK293T ELG1-luciferase reporter, luminescence, 16 h. Potency, µM (doses to about 46 µM), for inactives: at the highest dose activity change, positive = activation, hits mostly activators. 330,000 compounds, 1.3% hits. AID 504466; further: % of control where 0% means no effect; nearly all actives have a fitted effect of over 60% in size
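Genotoxicity was scored as increased ELG1-luciferase reporter signal, measured by ONE-Glo luminescence (30 min, room temperature). Compound or vehicle exposure of the HEK293T reporter cells lasted 16 hr at 37°C.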
VP16 counter = counter-screen for ROR gamma inhibitors: Gal4-VP16 reporter; Drosophila S2 Gal4-VP16 UAS-luciferase, luminescence, 20 h; Potency, µM (titrated, usually from 53.6 µM), for inactives: at the top dose activity, negative = inhibition, most hits filed as inhibitors; 310,000 compounds, 3.5% hits;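 further: Gal4-VP16 expression switched on by copper sulfate through the metallothionein promoter; on the % scale 0 is the no-effect control and ±100 the full control effect; nearly all actives have a fitted effect of over 50% in size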
NPC1 promoter act = activates the NPC1 promoter | Huh7 NPC1 promoter luciferase reporter, 24 h | Potency, µM (top dose mostly 9.22 µM), without a hit: at the top dose activation, hits mostly activators | 320,000 compounds, 2.4% hits | AID 485313;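 further: % of control where 0% means no effect; nearly all actives have a fitted effect of over 60% in size; reporter is driven by a mutant NPC1 promoter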
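Compounds in DMSO were transferred onto Huh7 NPC1-luciferase reporter cells pre-incubated 2 h; after 24 h at 37 °C, Amplite reagent was dispensed and luminescence recorded 10 min later.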
p53 reactivation = re-activators of mutant p53. Potency, µM (titrated, usually from 92.2 µM), for inactives: at the highest dose activity change, positive = activation, most hits filed as activators. 320,000 compounds, 0.063% hits. H1299 p53-A138V BP100-luciferase reporter, luminescence, 24 h; further: % of control where 0% means no effect; nearly all actives have a fitted effect of over 45% in size
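p53-null H1299 cells stably carrying temperature-sensitive p53-A138V and a BP100-luciferase reporter were pinned with compounds (4-point, 1:5 series) and held 24 hrs at 37 deg C. Luminescence was read 10 min after detection reagent.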
MBNL1-CUG inh = MBNL1-poly(CUG) RNA binding inhibition | Q9NR56 | TR-FRET MBNL1-His/biotin-(CUG)12 binding, 665/545 ratio | Potency, µM (series often up to 57.5 µM), inactives show at the highest dose activity change, negative = inhibition, most hits filed as inhibitors | 280,000 compounds, 0.036% hits; active means well fitted inhibition curve with a large enough effect in the signal ratio, with a control signal flat, not every such curve was filed as active; inconclusive means small, poorly fitted or top-dose-only effect, or effect the other way, or a change in a side signal; inactive means no such curve, though single readings can be large or run the other way; the % refers to the signal ratio; further: on the % scale 0 is the no-effect control and ±100 the full control effect
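TR-FRET between His-tagged MBNL1 and biotin-(CUG)12 RNA, detected with Tb anti-His antibody (0.055 ng/ul) and streptavidin-XL665 (5 nM), 60 min at room temperature. Compounds titrated 92 nM to 58 uM; 665/545 nm ratio normalized to buffer and complex controls.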
uPA generation = cell surface uPA generation inhibition; Potency, µM (series often up to 38.3 µM), inactives show at the highest dose activity change, negative = inhibition, usual class: inhibitors; 330,000 compounds, 0.31% hits; AID 540303; cell surface uPA generation assay, qHTS; active means well fitted inhibition curve with a large enough effect; inconclusive means small, poorly fitted or top-dose-only effect; inactive means no such curve, though single readings can be large or run the other way; tested in mouse RAW 264.7 cells; further: on the % scale 0 is the no-effect control and ±100 the full control effect; nearly all actives have a fitted effect of over 55% in size
RORg inh = blocks mouse ROR gamma transcriptional activity | P51450 | Drosophila S2 Gal4-RORgamma UAS-luciferase reporter, 20 h | Potency, µM (highest dose often 53.6 µM), for inactives: at the highest dose activity change, negative = inhibition, hits mostly inhibitors | 310,000 compounds, 5.4% hits; further: on the % scale 0 is the no-effect control and ±100 the full control effect; nearly all actives have a fitted effect of over 60% in size
Target sequence (P51450 whole entry, looked up, the tested form may be a part): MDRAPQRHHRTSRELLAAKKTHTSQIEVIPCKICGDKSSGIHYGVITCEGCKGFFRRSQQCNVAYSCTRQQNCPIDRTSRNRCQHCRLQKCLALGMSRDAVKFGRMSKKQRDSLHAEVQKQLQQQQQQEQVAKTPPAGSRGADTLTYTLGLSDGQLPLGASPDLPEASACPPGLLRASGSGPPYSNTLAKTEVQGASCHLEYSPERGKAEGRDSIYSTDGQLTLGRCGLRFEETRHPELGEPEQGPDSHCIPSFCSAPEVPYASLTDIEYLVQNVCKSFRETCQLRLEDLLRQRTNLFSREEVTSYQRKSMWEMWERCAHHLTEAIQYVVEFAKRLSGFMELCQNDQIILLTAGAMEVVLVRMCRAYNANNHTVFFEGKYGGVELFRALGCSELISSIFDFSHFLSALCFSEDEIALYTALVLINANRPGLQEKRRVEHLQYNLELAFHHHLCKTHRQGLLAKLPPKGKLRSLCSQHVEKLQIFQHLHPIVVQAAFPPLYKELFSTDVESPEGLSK
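Drosophila Schneider cells stably carrying a metallothionein-driven Gal4 DBD–ROR gamma fusion and a UAS-Photinus luciferase reporter were exposed to compound for 1 hr, then induced with copper sulfate (700 uM final) for 20 hr at ambient temperature before luminescence reading.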
An asterisk follows results filed as active; ? = inconclusive; . = not tested or not shown; & = joins results of further samples; [ ] = another dose, or the depositor's remark. Unless noted, the call rests on the fitted dose curve; in most records, active means well fitted curve in the direction sought with a large enough effect; inconclusive means small, poorly fitted or top-dose-only effect, or another doubt; inactive means no such curve, though single readings can be large; an effect the other way counts as inactive or inconclusive. Potency means the concentration at half of the fitted maximal effect.

Screens in order: FLuc counter | BRCA1 expr up | Rab9 promoter act | ELG1 genotox | VP16 counter | NPC1 promoter act | p53 reactivation | MBNL1-CUG inh | uPA generation | RORg inh
- COc1cccc(C(=O)O/N=C/c2ccc(Sc3ccc(C)cc3)nc2)c1
 : -1% | 7.1µM* | 29% | 13% | -1% | 9% | 4% | -11% | -1% | -12%
- Cc1cccnc1NC(=O)c1c(O)c2ccccc2n(C)c1=O
 : -12% | -52% | 19% | 21% | . | 26% | 5% | 3% | 9% | 3%[0.365 µM]
- NC(=O)C1(N2CCCCC2)CCN(c2ccc3nnc(-c4ccccc4)n3n2)CC1
 : 1% | -18% | -3% | 7% | 1% | 1% | 6% | -4% | -2% | 0%
- CCc1nnc(NC(=O)CN2CCN(c3ccccc3OC)CC2)s1
 : -2% | -5% | -4% | -4% | -6% | -1% | -3% | 5% | 10% | -33%
- Cc1ccccc1NC1=C/C(=N\S(=O)(=O)c2ccc(C(=O)O)cc2)c2ccccc2C1=O
 : ? | -99% | -30% | -11% | ? | -36%[inhibitor] | -16% | ? | -5% | ?
- COc1cc([N+](=O)[O-])c(OC)cc1SCc1n[nH]c(=S)n1-c1ccc(C)cc1
 : -13% | -33% | 3% | 2% | -11% | 0% | -4% | ? | -11% | 2.2µM*
- Nc1nonc1C(=O)OCC(=O)c1ccc(Cl)cc1
 : 2% | 1% | -3% | 0% | 7% | -3% | -3% | -4% | 7% | -4%
- CN(C)S(=O)(=O)c1ccc(C(=O)NNC(=O)c2ccccc2-n2cccc2)cc1
 : 6% | 4% | -1% | 1% | . | -3% | -3% | . | 0% | .
- Cc1cc2c(cc1S(=O)(=O)Nc1ccc(OC(F)(F)F)cc1)OCC(=O)N2
 : -2%&8% | -15% | -1% | 0% | 7% | -6% | -3% | -8% | 16% | 12%
- COc1cc(C(=O)Nc2sc3c(c2C#N)CCN(C(C)=O)C3)cc(OC)c1OC
 : 0% | -20% | 0% | 12% | -2% | -5% | -7% | 21% | ? | 27%
- O=C(NCc1ccccc1)C1CCCN(S(=O)(=O)c2ccc(Br)cc2)C1 (stereo unspecified)
 : -2% | -9% | -6% | -6% | 3% | 1% | 5% | -3% | 6% | 16%
- O=C(NC(=S)N(CC1CCC1)CC1CCCO1)c1cccc([N+](=O)[O-])c1 (stereo unspecified)
 : 2% | -15% | -14% | -8% | 0.28µM* | -1% | 0% | 5% | -39% | 56µM*
- CCOc1ccc(C2N(c3ccc(F)cc3)C(=O)C3CCCN32)cc1OC (stereo unspecified)
 : 0% | 24% | 0% | -2% | 2% | -2% | -1% | 14% | 6% | 2%
- CC(C)COc1ccc(CNC(=S)NCc2ccccc2)cc1
 : 2% | 0% | 0% | -3% | 18µM* | -5% | -5% | 4% | 4% | 7.1µM*
- COc1ccc(C2=Nn3c(nnc3C3CCCCC3)SC2)cc1OC
 : -4% | -70% | -4% | ? | 4% | -8% | -9% | 0% | -8% | -41%

Screens in order: FLuc counter | BRCA1 expr up | Rab9 promoter act | ELG1 genotox | VP16 counter | NPC1 promoter act | p53 reactivation | MBNL1-CUG inh | uPA generation | RORg inh
- N#Cc1ccc(-c2csc(NC(=O)c3ccc(N4C(=O)CCC4=O)cc3)n2)cc1
 : -13% | -12% | -5% | -6% | 1% | -3% | -5% | 4% | 0% | -12%
- O=C(CN1C(=O)CC(c2ccccc2)=Nc2ccccc21)NCc1ccco1
 : 5% | 21% | 1% | -6% | -3% | 0% | -3% | 4% | 4% | ?
- CCc1sc(NC(=O)c2cc3ccccc3oc2=O)nc1-c1cccs1
 : -1% | 5% | -1% | 2% | -1% | -5% | -4% | . | 1% | -4%
- COc1ccc(NC(=O)N2CCCC2C(=O)NCc2cccs2)cc1 (stereo unspecified)
 : -1% | -4% | 1% | -2% | -11% | -2% | 12% | -3% | 6% | 0%
- O=C(CSc1ccc2nnc(-c3ccccn3)n2n1)Nc1ccccc1
 : 6% | 6% | 3% | -1% | 6% | 1% | -5% | 2% | -2% | -33%
- COc1ccc(COc2ccc(C3C(S(=O)(=O)c4ccccc4)CON3C)cc2OC)cc1 (stereo unspecified)
 : -6% | -4% | -9% | 4% | -8% | -2% | 10% | 2% | 2% | -28%
- NC(=NC(=O)c1ccc(Cl)cc1)N1N=CCC1c1ccccc1 (stereo unspecified)
 : 1% | -24% | 0% | -6% | 1% | 0% | 4% | 7% | 0% | -3%
- O=C(NNc1nc2c(F)cc(F)cc2s1)C1COc2ccccc2O1 (stereo unspecified)
 : -19% | -15% | 4% | 0% | -25% | 6% | -6% | -2% | -3% | 13µM*
- CC(C)N1CCc2c(sc(NC(=O)Cc3ccccc3)c2C#N)C1
 : -1% | -5% | -3% | 4% | 0% | -1% | . | 0% | -11% | 14%
- CC1=CCC(C(=O)O)(C(=O)N/N=C/c2cccs2)C(c2ccc(F)cc2)C1 (stereo unspecified)
 : 3% | 0% | 0% | 0% | -2% | -1% | -4% | -1% | . | -32%
- O=C(NCCC1=CCCCC1)c1cc(S(=O)(=O)N2CCOCC2)c(Cl)cc1Cl
 : 2% | -39% | -12% | 1% | . | -5% | 6% | . | -14% | .
- CCc1ccc(C(=O)N/N=C/c2ccncc2)s1
 : 12µM* | 85% | ? | ? | 13% | 18% | 4% | ? | 1% | 33%
- O=C(c1ccc2c(c1)OCCO2)C1CCN(C(=O)c2ccc(F)cc2)CC1
 : 3% | -53% | -10% | 3% | -22% | -3% | 11% | 7% | . | 30%
- COc1cc(C(=O)Nc2ccc(NC(=O)c3cccc(Cl)c3)nc2)cc(OC)c1OC
 : -6% | -22% | ? | -6% | 19% | 6% | -3% | -4% | 2% | 13%
- Oc1ccc(-c2nccc(-c3ccc(Br)cc3)n2)cc1
 : ? | 16% | 0%[1.84 µM] | 11% | 20% | -7% | 11% | -2% | 3% | -19%

Screens in order: FLuc counter | BRCA1 expr up | Rab9 promoter act | ELG1 genotox | VP16 counter | NPC1 promoter act | p53 reactivation | MBNL1-CUG inh | uPA generation | RORg inh
- CC1CCCCC1NC(=O)COCc1cc(-c2cccs2)on1 (stereo unspecified)
 : 2% | -26% | 1% | 0%[9.26 µM] | 7% | -3% | -14% | 0% | 2% | 8%
- COc1ccc(C(=O)N/N=C/c2ccccc2OC(=O)c2ccccc2)cc1
 : ? | -36% | -8% | 21µM* | 5µM* | ? | ? | 7% | -14% | 3.5µM*
- COC(=O)Cn1c2[n+](c3ccccc31)CC(O)CS2 (stereo unspecified)
 : 4% | 2% | -7% | 7% | -3% | 0% | -3% | 5% | -6% | 2%
- CCOc1ccc(N2CC(C(=O)Nc3ccc(S(=O)(=O)NCC4CCCO4)cc3)CC2=O)cc1 (stereo unspecified)
 : -2% | -9% | 5% | -4% | 4% | 1% | -2% | -7% | 1% | -7%
- Cc1cccc2sc(NC(=O)CCNS(=O)(=O)c3cccc4nonc34)nc12
 : -2% | -46% | 0% | -8% | 3% | -10% | -9% | ? | -3% | ?
- CCOC(=O)C1C(=O)CC(C)(O)C(C(=O)OCC)C1c1cccc(OC)c1 (stereo unspecified)
 : 2% | 0% | 0% | -2% | -7% | 3% | 0% | -13% | -6% | -6%
- COc1ccccc1NC(=O)C(=O)N/N=C(\C)CC(=O)Nc1ccccc1C(F)(F)F
 : -1% | 6% | 1% | 3% | 7% | 3% | -1% | 1% | 0% | -17%
- [N-]=[N+]=CC(=O)C(Cc1ccccc1)N1C(=O)c2ccccc2C1=O (stereo unspecified)
 : -1% | -12% | 9% | 0% | 1% | -2% | -7% | -7% | 5% | 19%
- O=C(Nc1nnc(Cc2ccccc2F)s1)c1ccccc1Cl
 : -3% | 8% | 6% | 3% | -7% | 1% | 10% | -2% | 0% | -25%
- COC(=O)Cn1c(=O)cnc2ccccc21
 : 0% | -29% | -4% | 0% | 1% | -1% | 1% | 19% | -7% | -10%
- CCOC(=O)CC(N)c1ccc2c(c1)OCO2 (stereo unspecified)
 : -14% | 34% | 3% | 1% | -25% | -1% | -3% | -1% | 6% | 3%
- Cc1nnc(-c2ccccc2)c(=O)n1/N=C/c1c(O)ccc2ccccc12
 : -16% | -81% | -6% | -14% | 18µM* | -1% | 9% | 3% | -6% | ?
- O=C(Nc1cccc2cccnc12)c1cccc2ccccc12
 : ? | 2%&-3% | -6% | 13% | -4% | -1% | 5% | 12% | 6% | -5%
- O=C1N=C(N2CCN(Cc3ccccc3)CC2)S/C1=C/c1cccs1
 : 9.5µM* | 41% | 27% | 0% | -5% | 20% | 6% | ? | 6% | 11%
- CC(C)[C@H](NC(=O)OCc1ccccc1)C(=O)OCC(=O)Nc1ccc(N2CCOCC2)cc1
 : 1% | -7% | 17% | 4% | . | -1% | 10% | . | -9% | .
- CCOc1cccc(-c2nnc3sc(C4CCCCC4)nn23)c1
 : -15% | 38% | -2% | -21% | ? | 1% | -4% | 8% | 1% | 20µM*
- COc1ccc([N+](=O)[O-])cc1NC(=O)C(C)OC(=O)c1ccccn1 (stereo unspecified)
 : -3% | -14% | 2% | -1% | -3% | 9% | -6% | ? | 1% | 27%
